# MT1-MMP txn act: MT1-MMP promoter transcription activation. HT1080 MT1-MMP promoter luciferase reporter, luminescence, overnight; hits give high values. activation factor at 10 µM. actives 0.16% (n = 86,000). AID 750;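 active = activation factor of at least 2 for MT1-MMP transcription at 10 µM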
# * = called active by the depositor. Some of the compounds tested. The share of hits here may be higher or lower than overall.
SMILES,MT1-MMP txn act
COC(=O)c1ccc(C23CC4(C2)[C@H](CN(Cc2ccc(C(F)(F)F)cc2)[C@@H]4c2ccccc2)C3c2ccc(Cl)nc2)cc1 (some centres undefined),1.2
O=C1c2ccccc2N(Cc2ccc(Cl)cc2)C2=NCCN12,1
Cn1c(=O)n(CCN2CCOCC2)c(=O)c2c1nc1n2CCN1c1ccccc1,1.1
Cc1cc(Nc2cccc(C)c2C)n2nc(C)nc2n1,1
C[C@@H](C(=O)Nc1ccc2ccccc2c1)[C@@H]1C[C@@]1(C)[C@@H](N)c1ccccc1,1.2
Cc1cncn1CCc1nc2c3ccccc3nc(=S)n2[nH]1,1.2
CCc1cc2c(=O)c(-c3nc4ccccc4[nH]3)coc2c(CN2CCC(C)CC2)c1O,1
CCOC(=O)Cn1c(CN2CC(C)OC(C)C2)nc2c1c(=O)n(C)c(=O)n2C (centres undefined),1.1
CCOc1ccc2nc(S(N)(=O)=O)sc2c1,1.2
O=C(NCCc1ccccc1)c1cnc2sccn2c1=O,1.3
CCCC/C=C/C(NC(=O)c1ccc(C(F)(F)F)cc1)c1ccccc1 (centres undefined),1.9
CC(=O)Nc1nc2c(F)cccc2s1,1
CCOC(=O)COn1c(=O)c(-c2ccc(OC)c(OC)c2)[n+]([O-])c2ccccc21,1.2
COc1ccc(C)cc1NC(=O)c1cc2c(C)nc3ccccc3c2o1,1.1
COCCN1C(=O)c2oc3ccccc3c(=O)c2C1c1ccc(OC)c(OC)c1 (centres undefined),1.1

# 6 of the compounds above, with the structure last.
MT1-MMP txn act,SMILES
1,Cc1cc(Nc2cccc(C)c2C)n2nc(C)nc2n1
1.2,Cc1cncn1CCc1nc2c3ccccc3nc(=S)n2[nH]1
1.1,COc1ccc(C)cc1NC(=O)c1cc2c(C)nc3ccccc3c2o1
1,CC(=O)Nc1nc2c(F)cccc2s1
1.2,COC(=O)c1ccc(C23CC4(C2)[C@H](CN(Cc2ccc(C(F)(F)F)cc2)[C@@H]4c2ccccc2)C3c2ccc(Cl)nc2)cc1 (some centres undefined)
1,O=C1c2ccccc2N(Cc2ccc(Cl)cc2)C2=NCCN12

# Continued.
SMILES,MT1-MMP txn act
CCOc1ccc(NC(=O)c2oc3ccccc3c2NC(=O)C2CC2)cc1,1.2
CCC1=C2CC[C@H]3C(=O)N(C)C(=O)[C@H]3[C@H]2[C@@]2(C)C(=NCc3ccccc3)OC(=O)N2C1=O,1.1
CC(=O)c1cc2c(cc1NC(=O)CN1CCN(C(=O)c3ccco3)CC1)OCO2,1
COc1cc(-n2c3nc4ccccc4nc3c3c(=O)n(Cc4ccco4)cnc32)cc(OC)c1OC,1.3
Cc1nc2sc(C(c3ccco3)N3CCC(C)CC3)c(O)n2n1 (centres undefined),1.1
CCC1=C2CC[C@H]3C(=O)NC(=O)[C@H]3[C@H]2[C@@]2(C)C(=NCC3CC3)OC(=O)N2C1=O,1.1
Cc1cc(C)n2nc(SCc3cc(=O)n4c(C)cccc4n3)nc2n1,1
CCOC(=O)c1sc(NC(=O)CSc2nnc3c4ccccc4n(CC)c3n2)nc1C,1.2
Cn1c(Cn2c(=O)sc3ccccc32)nnc1SCC(=O)NC1CCCCC1,1
C[C@@]1(C(NC(=O)c2ccccc2)c2ccc(-c3ccccc3)cc2)C[C@H]1C1CCCCC1 (some centres undefined),1.1
COc1ccc(NC(=O)c2cnc3sccn3c2=O)cc1OC,0.9
Cc1c(Cl)cccc1NC(=O)CSc1nc2c(c(=O)[nH]1)CCCC2,1.1
CCCN1Cc2cccc(C(=O)Nc3ccc(OC)c(OC)c3)c2C1=O,1
COc1ccc(N2CCN(c3nc4c(c(=O)[nH]c(=O)n4C)n3Cc3ccccc3Cl)CC2)cc1,1.1
Cn1c(Cn2c(=O)sc3ccccc32)nnc1SCC(=O)Nc1ccccc1,1
CC1Cn2c(COc3ccccc3)nnc2S1 (centres undefined),1.2
COc1ccc(N2CCN(CC(=O)Nc3cc4c(cc3C(C)=O)OCO4)CC2)cc1,1.2
CC1(C(=O)NCCc2c[nH]c3ccccc23)C=CCN1C(=O)c1ccccc1 (centres undefined),1.2
Cc1cc(SCC(=O)c2ccccc2)n2nc(C)nc2n1,1.4
COC(=O)c1ccc2c(=O)n(CCC3=CCCCC3)c(SCC(=O)N3CCCC3)nc2c1,1.2
Cn1cc(C(=O)N2CCc3ccccc3C2)c(=O)c2cc(S(=O)(=O)N3CCCCC3)ccc21,1.3
Cc1ccc2cc(-c3noc(C4CCCCC4)n3)c(=O)[nH]c2c1,1.1
O=c1[nH]nnc2c1sc1nc(N3CCOCC3)c3c(c12)CCCC3,1.2
CC(C)(C)S(=O)(=O)c1ccc(S(=O)(=O)C(C)(C)C)s1,1.3
O=C(NCc1ccc2c(c1)OCO2)c1nnc(Cc2ccc(F)cc2)o1,1.1
O=C(c1ccccc1Cl)N1CCC(c2nc3c(nnn3Cc3ccco3)c(=O)[nH]2)CC1,1.1
COc1ccc(N2CCN(c3nc4c(c(=O)[nH]c(=O)n4C)n3Cc3cccc(C)c3)CC2)cc1,1.1
COc1ccc(CNCC(=O)Nc2cc(C)nn2-c2nc(C)cc(C)n2)cc1OC,1.2
CCN(CC)c1ccc(/C=C2\C(=O)N(c3ccc([N+](=O)[O-])cc3)N=C2N2CCOCC2)cc1,1.2
COC(=O)c1ccc(C(NC(=O)OCc2ccccc2)/C(C)=C/[C@@H](C)C(=O)N2CCN(C)CC2)cc1 (some centres undefined),1.1
COC(=O)[C@@H]1C[C@H]1[C@@H](NC(=O)c1cc(C)nn1C)c1ccccc1,1.2
CCCc1cc(NCCN2CCOCC2)n2c(nc3ccccc32)c1C#N,1.2
O=C(CN1CCN(Cc2ccc(Cl)cc2)C1=O)NCCN1CCCC1,1.2
O=c1c2ccccc2nnn1CSc1nc2cc(Cl)ccc2c(=O)n1Cc1ccco1,1
CC[C@H]1C2=C3C(CC[C@H]4C(OCc5ccc(F)cc5C(F)(F)F)OC[C@](C)([C@@H]34)N(C(=O)OC(C)(C)C)C2)C(COC(C)=O)C1COC(C)=O (some centres undefined),1.2
O=C(O)c1cc(C(F)(F)F)nc2c(C(F)(F)F)cccc12,1.2
N#Cc1ccc(C23CC4(C2)[C@H](CN(P(=O)(c2ccccc2)c2ccccc2)[C@@H]4c2ccccc2)C3c2ccc(Cl)nc2)cc1 (some centres undefined),1.1
COc1ccc(C(=O)Cn2c(N3CCCCC3)nc3c2c(=O)n(C)c(=O)n3C)cc1OC,1.3
COCCn1c(SCC(=O)Nc2cc(Cl)ccc2OC)nc2c(c1=O)SC(C)C2 (centres undefined),1.1
CCSc1nnc(Cn2c(=O)sc3ccccc32)n1C,1.1
CCCC[C@@H]1C[C@H]1C(NC(=O)c1ccccc1)c1ccccc1C(F)(F)F (some centres undefined),1.2
C=CCOC(=O)C1=C(C)Nc2[nH]c(=O)[nH]c(=O)c2C1c1cccc(OC)c1 (centres undefined),1.2
COc1ccccc1N1CCN(c2nc3ccccc3n3nnnc23)CC1,1.3
COC(=O)[C@@]1(Cc2ccc(OC)cc2)[C@H]2c3cc(C(=O)N4CCCC4)n(Cc4c(CO)[nH]cc(C)c4=O)c3C[C@H]2CN1C(=O)c1ccccc1,1.1
CCC(C)N(C)Cc1cccc(C2(O)CCN(S(=O)(=O)c3ccc(F)c(C)c3)CC2)c1 (centres undefined),1.1

# Taken from the entries so far (two entries):
SMILES,MT1-MMP txn act
COc1ccccc1N1CCN(c2nc3ccccc3n3nnnc23)CC1,1.3
COC(=O)[C@@]1(Cc2ccc(OC)cc2)[C@H]2c3cc(C(=O)N4CCCC4)n(Cc4c(CO)[nH]cc(C)c4=O)c3C[C@H]2CN1C(=O)c1ccccc1,1.1

# (more compounds)
SMILES,MT1-MMP txn act
CCC1=C2CC[C@H]3C(=O)N(CC)C(=O)[C@H]3[C@H]2[C@@]2(C)C(=NCCc3c[nH]c4ccccc34)OC(=O)N2C1=O,1.2
COc1cccc(C(=O)NCc2nnc(SCC(=O)Nc3nccs3)n2-c2ccccc2)c1,1.1
c1ccc(Nc2nc3ccccc3n3cnnc23)cc1,1
COCCNC(=O)CN1C(=O)CSc2cc(S(=O)(=O)N3CCCCCC3)ccc21,1.1
Cc1cc(C(=O)N[C@@H](c2ccccc2)[C@]2(C)C[C@H]2[C@@H](C)C(=O)Nc2ccc3ccccc3c2)no1,1.3
COc1ccc2noc3c2c1C(=O)c1ccccc1-3,1.1
O=C(O)C[CH2][Ge](=[O])[O][Ge](=[O])[CH2]CC(=O)O,1
CCOc1cc2c(cc1OCC)C(c1ccc(O)c(OC)c1)NCC2 (centres undefined),1.1
CC(CN1c2ccccc2Sc2ccccc21)N(C)C (centres undefined),1
COc1ccc(CN2CCNC(=O)C2CC(=O)O)cc1OC (centres undefined),1.2
CN(C)CCN(Cc1ccccc1)c1ccccn1,1.1
COc1ccc2c(c1)c(CC(=O)OCC(=O)O)c(C)n2C(=O)c1ccc(Cl)cc1,1
O=[N+]([O-])c1cccc2cn[nH]c12,1.1
COC(=O)c1ccc(C(/C=C/[C@@H](C)CO)NC(=O)OCc2ccccc2)cc1 (some centres undefined),1.2
O=C(NCCc1csc(-c2cccnc2)n1)c1cccs1,1
CCC/C=C(\CCC)C(NS(=O)(=O)c1cccs1)c1ccc(C(=O)OC)cc1 (centres undefined),1.2
COC(=O)N1[C@H](C)C=C[C@]1(Cc1ccccc1)C(=O)OC,1.1
Cn1c(=O)oc2cc(S(=O)(=O)N3CCC(N4CCCCC4)CC3)ccc21,1
CC(C)N1CCc2c(sc(NC(=O)c3ccc(S(=O)(=O)N4CCOCC4)cc3)c2C(N)=O)C1,1.1
Cc1ccc(C2C(C(=O)c3cc4ccccc4o3)=C(O)C(=O)N2CCCN(C)C)cc1 (centres undefined),1.2
Cc1oc2cc3c(C(=O)N4CCN(C)CC4)c(C)oc3cc2c1C(=O)N1CCN(C)CC1,1.2
Cn1c(O)c(C=NCC2CCNCC2)c(=O)n(C)c1=O,1.3
O=C(NCCCNC(=O)NC1CCCCC1)NC1CCCCC1,1.1
CCn1c2ccccc2c2nnc(SCN3C(=O)c4ccccc4C3=O)nc21,1.1
CCC1=C(OC(=O)N(CC)CC)N2C(=O)OC(=NCC3CC3)[C@]2(C)[C@H]2C1=CC[C@H]1C(=O)N(CC(=O)OC)C(=O)[C@H]12,1.2
CCOC(=O)c1cc2c(=O)n3ccccc3nc2n(CCCOC)c1=NC(=O)c1cccnc1,1
CC1=NC(=O)C(N=Nc2ccccc2C)N1c1ccccc1 (centres undefined),1.5
O=C(O)CCNC(=O)c1ccccc1,1.1
Cc1c(/C(O)=C2\C(=O)C(=O)N(CCCN(C)C)C2c2ccccc2)cnn1-c1ccccc1 (centres undefined),1.1
CC12COC3(C(=O)N4CCN(c5ccccn5)CC4)CC1CCC32C (centres undefined),1
C[C@@H](C(=O)NCc1ccc(S(C)(=O)=O)cc1)[C@@H]1C[C@@]1(C)[C@@H](NC(=O)OCc1ccccc1)c1ccccc1,1
N#Cc1ccc(C23CC4(C2)[C@H](CN(Cc2cccnc2)[C@@H]4c2ccccc2)C3c2ccccc2)cc1 (some centres undefined),1.1
c1ccc2oc(-c3nn4c(Cn5cnc6ccccc65)nnc4s3)cc2c1,1.1
COc1ccc(CNC(=O)CSc2nc3c(c(=O)n(C)c(=O)n3C)n2C)cc1,1.2
O=C1CC(c2ccccc2)C(C(=O)Nc2ccccc2F)N1 (centres undefined),1
Cc1ccc(C(C)C)c(OCCNc2nc3c(c(=O)n(C)c(=O)n3C)n2C)c1,1.3
CC(=O)Nc1nnc(C)s1,1.1
Cc1oc2cc3c(C(=O)N4CCN(c5ccccc5)CC4)c(C)oc3cc2c1C(=O)N1CCN(c2ccccc2)CC1,1.2
CCn1cc(S(=O)(=O)CC(=O)Nc2cccc(C)c2)c2ccccc21,1.1
c1ccc(CN2C3=NCCCN3c3ccccc32)cc1,1.1
Cc1nc(N2CCc3ccccc32)[nH]c(=O)c1CCC(C)C,1.2
COC(=O)[C@@]1(Cc2ccc(OC)cc2)[C@H]2c3cc(C(=O)N(C)C)n(CCc4ccccn4)c3C[C@H]2CN1C(=O)c1ccccc1,1.1
Cn1c(NCc2ccccc2Cl)nc2ccccc21,1.2
Cc1cccc(CN2CCN(C(c3ccccc3)c3ccc(Cl)cc3)CC2)c1 (centres undefined),0.9
CNC(=O)c1ccsc1NC(=O)CN1C(=O)CCC1=O,1

# Seven entries from above in a different format.
Structure	MT1-MMP txn act
CC(=O)Nc1nnc(C)s1	1.1
Cc1oc2cc3c(C(=O)N4CCN(c5ccccc5)CC4)c(C)oc3cc2c1C(=O)N1CCN(c2ccccc2)CC1	1.2
CCn1cc(S(=O)(=O)CC(=O)Nc2cccc(C)c2)c2ccccc21	1.1
c1ccc(CN2C3=NCCCN3c3ccccc32)cc1	1.1
Cc1nc(N2CCc3ccccc32)[nH]c(=O)c1CCC(C)C	1.2
COC(=O)[C@@]1(Cc2ccc(OC)cc2)[C@H]2c3cc(C(=O)N(C)C)n(CCc4ccccn4)c3C[C@H]2CN1C(=O)c1ccccc1	1.1
Cn1c(NCc2ccccc2Cl)nc2ccccc21	1.2

# Remaining list, next part:
SMILES,MT1-MMP txn act
COC(=O)c1ccccc1NC(=O)c1cc(-c2ccc(OC)c(OC)c2)on1,1.1
COc1cccc(C2C(C(N)=O)=C(C)Nc3nc(CCCO)nn32)c1OC (centres undefined),1.1
CCOC(=O)N1CCC(NC(=O)Cn2ncn3c(cc4sc(CC)cc43)c2=O)CC1,1.2
FC(F)(F)c1ccc(C2[C@H]3CN(CC4CCCCC4)[C@H](c4ccccc4)C34CC2(c2cccnc2)C4)cc1 (some centres undefined),1.1
COC(=O)[C@H]1C[C@@H]1[C@H](NS(=O)(=O)c1ccccc1)c1ccccc1,1.2
COc1ccc(N2CCN(CCNC(=O)CCS(=O)(=O)c3cccc4nsnc34)CC2)cc1,1
COC(=O)[C@@H]1C[C@H]2CC[C@H](O)C[C@H]2N1Cc1ccccc1OS(=O)(=O)c1ccc(C)cc1,0.7
CCC1=C(OC(=O)N(CC)CC)N2C(=O)OC(=NCCOC)[C@]2(Cc2ccccc2)[C@H]2C1=CC[C@H]1C(=O)N(CC(=O)OC)C(=O)[C@H]12,1.1
Cc1ccccc1NC(=O)c1ccc(S(=O)(=O)N(C)C)cc1,1
COc1ccc(/C=C2\C(=O)N(c3nc(-c4ccc(Br)cc4)cs3)N=C2c2ccccc2)cc1,1.1
C=CCc1c(C)c(C#N)c2nc3ccccc3n2c1N1CCN(C)CC1,0.9
CC(CCc1ccco1)NC(=O)Cn1ncc2c(=O)oc3ccccc3c21 (centres undefined),1.1

# Bioassay records from PubChem.
